# Bioassay records (PubChem)
# CHO-K1 Ca ag: M1 agonist counterscreen hit in parental CHO-K1 cells. Fluo-8 calcium fluorescence; scaled to maximal ATP response, vehicle zero. activation, % at 3 µM. hit rate 0.48% among 360,000; in the data active means activation above about 15%;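 further: untransfected CHO-K1 host cells lacking M1 receptor as counterscreen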
# CHRM4 antagonist: blocks acetylcholine activation of human M4 receptor; P08173; CHO-hM4 cells, ACh EC80, Fluo-8 calcium fluorescence; inhibition, % at 3 µM; hit rate 0.73% among 360,000; AID 624125;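 active means inhibition above its plate's cutoff, the mean inhibition of sample wells plus 3 SD, cut at about 27% in these data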;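 further: 0% = acetylcholine EC80 with DMSO and 100% = DMSO without agonist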
# Target sequence (P08173 whole entry, looked up): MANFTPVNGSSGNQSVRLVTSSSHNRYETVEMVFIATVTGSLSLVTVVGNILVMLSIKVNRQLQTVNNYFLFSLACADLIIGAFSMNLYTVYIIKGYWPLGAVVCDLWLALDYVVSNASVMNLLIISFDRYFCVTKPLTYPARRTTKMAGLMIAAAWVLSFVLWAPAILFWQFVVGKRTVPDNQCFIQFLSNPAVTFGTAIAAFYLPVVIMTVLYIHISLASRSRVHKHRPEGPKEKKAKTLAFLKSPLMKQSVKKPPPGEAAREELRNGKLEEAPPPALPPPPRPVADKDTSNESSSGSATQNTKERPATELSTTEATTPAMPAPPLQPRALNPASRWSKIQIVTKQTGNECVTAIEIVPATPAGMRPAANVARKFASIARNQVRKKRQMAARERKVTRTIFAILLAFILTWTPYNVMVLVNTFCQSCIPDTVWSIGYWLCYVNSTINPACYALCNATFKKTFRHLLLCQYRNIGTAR
# OXTR potentiator: human OXTR potentiation | CHO-OTR cells, Fluo-8 calcium fluorescence, potentiator mode; 0% = oxytocin EC15, 100% = EC100 | P30559 | hit rate 0.061% among 320,000 | activation, % at 3 µM;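 active means activation above that plate's cutoff, the mean activation of tested compounds plus 3 SD, cut at about 6.6% in these data, passing the limit was not always enough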;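 further: 100% uses oxytocin at 75 nM as the full agonist control; some results filed as inactive read as strong as hits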
# Target sequence (P30559 whole entry, looked up): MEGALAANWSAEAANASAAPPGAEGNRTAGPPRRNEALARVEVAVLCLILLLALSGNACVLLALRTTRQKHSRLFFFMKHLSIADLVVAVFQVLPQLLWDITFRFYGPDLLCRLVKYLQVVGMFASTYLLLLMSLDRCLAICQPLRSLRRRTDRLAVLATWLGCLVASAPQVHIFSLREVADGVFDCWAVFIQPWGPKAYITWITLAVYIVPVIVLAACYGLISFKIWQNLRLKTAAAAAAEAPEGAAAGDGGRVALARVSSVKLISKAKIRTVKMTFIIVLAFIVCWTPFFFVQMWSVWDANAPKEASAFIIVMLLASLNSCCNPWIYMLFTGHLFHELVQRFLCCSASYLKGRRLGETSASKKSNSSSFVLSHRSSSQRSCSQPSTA
#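 test system = CHO-OTR cells, human receptor | compound = single-point 3.0 µM | schedule = 6 min compound pre-incubation at room temperature, 100 s kinetic read | signal = Fluo-8 no-wash calcium dye fluorescence, excitation 470-495 nm, emission 515-575 nm | repeats = single well per compound, singlicate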
# M1 PAM: human CHRM1 positive allosteric modulation; P11229; CHO-K1 hM1, Fluo-8 calcium fluorescence, ACh EC20; 0% = ACh EC20, 100% = maximal ACh; activation, % at 3 µM; hit rate 0.088% among 360,000; in the data active means activation above about 19%, passing the limit was not always enough
# CHO parental Ca: counter-screen: ATP calcium response change in parental CHO cells. parental CHO-K1, ATP-induced calcium, Fluo-8 fluorescence. inhibition, % at 5.6 µM. hit rate 0.63% among 330,000;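 active means inhibition above that plate's mean sample inhibition plus 3 SD, cut at about 26% in these data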;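 further: 0% = ATP-challenged DMSO wells and 100% = DMSO wells without ATP; some compounds past the cut are filed as inactive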
#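 material = parental CHO cells | also added = ATP as calcium-mobilizing challenge | dosing = single point at 5.6 µM | detection = intracellular calcium via Fluo-8 no-wash fluorescent dye | read-out = % inhibition | benchmarks = low control ATP plus DMSO, high control DMSO only | repeats = one well per compound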
# CHO-K1 Ca antag: M1 antagonist counterscreen hit in parental CHO-K1 cells; inhibition, % at 3 µM; hit rate 0.6% among 360,000; ATP-induced calcium, Fluo-8 fluorescence; AID 602250;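 active means inhibition above a per-plate cutoff, the plate's mean sample inhibition plus 3 SD, cut at about 24% in these data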;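 further: 0% = DMSO plus EC80 ATP and 100% = DMSO alone without ATP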
# CHRM1 antagonist: blocks human M1 muscarinic receptor; inhibition, % at 3 µM; AID 588852; P11229; CHO-K1 hM1, Fluo-8 calcium fluorescence, ACh EC80 antagonist; hit rate 1.3% among 360,000;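 active means percent inhibition above its own plate's cutoff, namely the mean of that plate's compound wells plus 3 SD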;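 further: peak over basal fluorescence ratio during 140 s after agonist addition; 0% = ACh EC80 plus DMSO and 100% = DMSO alone without agonist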
# CHRM1 agonist: agonists of human M1 muscarinic receptor. hit rate 0.33% among 360,000. P11229. activation, % at 3 µM. AID 588814. CHO-K1 hM1, Fluo-8 calcium fluorescence, agonist mode; 0% DMSO, 100% acetylcholine EC100;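 active means activation above the run's mean compound activation plus 3 SD, cut at about 16% in these data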;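 further: peak over basal fluorescence ratio within a 140 s kinetic read after compound addition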
# M4 ag: CHRM4 agonism in calcium assay; activation, % at 3 µM; CHO-K1 hM4/Gqi5, Fluo-8 calcium fluorescence; vehicle 0%, full acetylcholine response 100%; AID 624127; hit rate 0.14% among 360,000; P08173;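 active means activation above the run mean over all test wells plus 3 SD, cut at about 32% in these data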;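 further: peak over basal fluorescence ratio per well then scaled between controls; 0% = DMSO wells and 100% = acetylcholine at EC100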
# Numbers without * were called inactive; x = no result given.
# The line under a structure holds: CHO-K1 Ca ag, CHRM4 antagonist, OXTR potentiator, M1 PAM, CHO parental Ca, CHO-K1 Ca antag, CHRM1 antagonist, CHRM1 agonist, M4 ag
1) Cc1nnc(SCCn2c(N3CCC(C)CC3)nc3c2c(=O)n(C)c(=O)n3C)s1
    1.1, -5, -1, 2, -10, -21, 7, -6, 4
2) O=C(CSc1nnc(-c2ccccc2)n1-c1ccccc1)NCc1ccco1
    0.2, 5, -9, 11, -6, -22, -9, -4, 0
3) COC(=O)c1cc(NC(=O)C2(S(=O)(=O)c3ccc(Cl)cc3)CC2)cc(C(=O)OC)c1
    0.0, 3, -3, 4, -18, -7, -1, -6, 0
4) CS(=O)(=O)N(CCc1ccccc1)CC(=O)N1CCN(c2ccc(F)cc2)CC1
    2.0, 2, -16, -3, -15, 11, -7, 1, 4
5) OCCN(Cc1ccccc1)C(=S)Nc1ccc(Cl)cc1Cl
    1.0, -9, 0, 8, -11, -14, -7, -10, 2
6) CC(=O)c1ccc(NC(=O)c2ccc3c(c2)C(=O)N(c2ccccn2)C3=O)cc1
    0.1, -2, -6, 3, 9, -13, -7, -4, 0
7) CC(=O)C1=C(C)Nc2ncnn2C1c1ccccc1OCc1ccccc1 (stereo not given)
    0.4, 1, 0, 5, -10, -2, 1, -4, 1
8) CCOC(=O)c1[nH]c2cc3c(cc2c1NC(=O)CN1CC(C)CC(C)C1)OCO3 (stereo not given)
    0.5, -6, 0, 11, -2, -13, -23, -3, 0
9) COC(=O)c1ccccc1N(C)C(=O)C12CCC(C)(C(=O)O1)C2(C)C (stereo not given)
    -0.1, -3, 0, 14, 1, -6, -48, 0, 1
10) Clc1ccc(-n2ncc3c(NCc4cccs4)ncnc32)cc1
    -0.1, -7, 4, 10, -18, -14, -1, -2, 1

# The line under a structure holds: CHO-K1 Ca ag, CHRM4 antagonist, OXTR potentiator, M1 PAM, CHO parental Ca, CHO-K1 Ca antag, CHRM1 antagonist, CHRM1 agonist, M4 ag
11) CCOc1ccc(S(=O)(=O)NCC2CCCO2)cc1NC(=O)c1ccccc1F (stereo not given)
    0.8, -11, -5, 7, -23, -14, -14, -2, 3
12) COCCN1C(=O)COc2ccccc2C1C(=O)NC(C)(C)C (stereo not given)
    0.1, -4, x, x, x, -1, x, x, 1
13) Cc1nn(-c2cc(Cl)ccc2N)c(=O)c2ccccc12
    0.5, 4, 3, -3, -18, -9, 8, -1, 4
14) O=C(Nc1c(F)cc(F)cc1Br)c1ccco1
    0.4, -3, -1, 7, -5, -25, -1, 2, 1
15) Nc1nc(SC23CC4CC(CC(C4)C2)C3)ns1
    -0.3, 1, -15, 9, -14, 7, -1, -1, x
16) CC1(C)NC(=O)C(CCc2ccccc2)NC1=O (stereo not given)
    1.6, -3, x, 1, x, -23, -25, -2, 2
17) Cc1cc(C)nc(Nc2n[nH]c(-c3ccccc3C)n2)n1
    1.2, -5, -2, 6, 3, -18, -7, -2, 2
18) CC1=C(C(=O)N(C(C)C)C(C)C)CC(CC(=O)NCCCCc2ccccc2)C(=O)N1Cc1ccccc1 (stereo not given)
    -0.3, -21, x, 2, x, -9, -13, -2, 3
19) O=C(OCc1ccccc1)N1CCC2CC1c1ccc(-c3ccc4c(c3)OCO4)cc12 (stereo not given)
    1.2, 4, x, -5, x, 6, 4, -3, 0
20) CN(C)C(CNC(=O)CCOc1ccccc1)c1ccco1 (stereo not given)
    0.2, -4, -12, 8, -11, -9, -9, -5, 2

# The line under a structure holds: CHO-K1 Ca ag, CHRM4 antagonist, OXTR potentiator, M1 PAM, CHO parental Ca, CHO-K1 Ca antag, CHRM1 antagonist, CHRM1 agonist, M4 ag
21) COc1ccc(N2CC(C(=O)N3CCC(c4nc5ccccc5[nH]4)CC3)CC2=O)cc1 (stereo not given)
    0.0, -8, -4, -1, -10, -8, -10, -5, 1
22) CN(Cc1ccccc1)C(=O)C1CCN(S(C)(=O)=O)CC1
    -0.5, 2, -8, 2, 17, -7, -2, -5, 1
23) O=[N+]([O-])c1ccc(S(=O)(=O)N2CCN(Cc3c[nH]c4ccccc34)CC2)cc1
    0.4, 14, -3, 1, -5, 12, 5, -3, 7
24) COCCNc1nnc(SCC(=O)N2CCN(S(=O)(=O)c3ccccc3)CC2)s1
    0.1, -9, -4, 4, -3, -5, -7, -3, 1
25) Cc1cc(C)c(C)c(OCC(=O)O/N=C(\N)c2cccnc2)c1
    3.2, -7, 1, -4, -7, 3, 0, -1, 1
26) Cc1cccc(C(=O)NC2CC3CCCC(C2)N3Cc2ccccc2)c1 (stereo not given)
    0.2, -3, 0, -7, -21, -6, 3, -8, 0
27) COc1ccc(CNC(=O)/C=C/c2ccc(S(=O)(=O)N3CCOCC3)cc2)cc1
    1.1, 1, -9, 3, -9, -6, -3, -3, 2
28) Cc1ccc(OCc2cc(C(=O)N(C)CCc3ccccc3)no2)cc1C
    1.6, -2, -11, 2, -11, -10, -4, -4, 0
29) COc1ccc(CN2CCC(CO)(Cc3cccc(C(F)(F)F)c3)CC2)cc1Cn1cccn1
    7.8, -8, -11, -18, -25, -7, 23*, -2, 12
30) Cc1ccc(N2C(=O)CSC23C(=O)Nc2ccccc23)cc1 (stereo not given)
    0.4, 16, -10, -19, 12, -3, 41*, -5, 1

# The line under a structure holds: CHO-K1 Ca ag, CHRM4 antagonist, OXTR potentiator, M1 PAM, CHO parental Ca, CHO-K1 Ca antag, CHRM1 antagonist, CHRM1 agonist, M4 ag
31) CCC(c1nnnn1-c1ccc2c(c1)OCCO2)N1CCN(c2ccccn2)CC1 (stereo not given)
    4.2, -10, x, x, x, -15, x, x, 6
32) Cc1ccc(/C=C(\NC(=O)c2ccccc2)C(=O)NCCc2ccccn2)o1
    1.7, -7, 4, 3, -15, -2, 0, -9, 3
33) CCn1cc(C(=O)N[C@H](C(=O)NCCCO)C(C)C)c(=O)c2cc3c(cc21)OCO3
    1.5, 2, -5, -4, 12, -8, -4, -5, 1
34) Cc1ccc(NC(=S)N(CCCN2CCC(C)CC2)Cc2ccco2)cc1C
    -0.1, -15, -20, 6, -14, -12, -7, -9, 1
35) O=C(CCS(=O)(=O)c1ccc(Br)s1)NCc1ccccc1
    0.4, -1, -11, 9, -3, -12, -8, -3, 0
36) Cc1ccc(NC(=O)C2=C(O)c3ccccc3N(C)S2(=O)=O)cc1
    -0.1, -2, -10, 4, 1, 0, -2, -3, 0
37) Cc1nc(Nc2cccc(O)c2)c2c3c(sc2n1)CCC3
    0.9, -1, -13, -2, -5, -3, 19, -4, 0
38) COc1cccc(C=C(C#N)C(=O)c2ccccc2)c1
    0.4, 1, x, 1, x, -3, 8, -2, 1
39) CC(=O)Nc1ccc(NC(=O)C2Cc3c(-c4cccc(C(C)=O)c4)ccnc3O2)cc1 (stereo not given)
    -0.1, -16, x, 1, x, -12, -8, -2, 2
40) COc1cc(NS(=O)(=O)c2cccc3nsnc23)cc(OC)c1
    0.2, -7, 1, 1, -20, 0, -19, 1, 3

# Compound profiles, as listed above. Order of values: CHO-K1 Ca ag, CHRM4 antagonist, OXTR potentiator, M1 PAM, CHO parental Ca, CHO-K1 Ca antag, CHRM1 antagonist, CHRM1 agonist, M4 ag
# `Cc1ccc(NC(=S)N(CCCN2CCC(C)CC2)Cc2ccco2)cc1C` reads -0.1, -15, -20, 6, -14, -12, -7, -9, 1
# `CC(=O)Nc1ccc(NC(=O)C2Cc3c(-c4cccc(C(C)=O)c4)ccnc3O2)cc1` (stereo not given) reads -0.1, -16, x, 1, x, -12, -8, -2, 2
# `Cc1ccc(NC(=O)C2=C(O)c3ccccc3N(C)S2(=O)=O)cc1` reads -0.1, -2, -10, 4, 1, 0, -2, -3, 0
# `COc1cccc(C=C(C#N)C(=O)c2ccccc2)c1` reads 0.4, 1, x, 1, x, -3, 8, -2, 1
# `CCn1cc(C(=O)N[C@H](C(=O)NCCCO)C(C)C)c(=O)c2cc3c(cc21)OCO3` reads 1.5, 2, -5, -4, 12, -8, -4, -5, 1

# (listing goes on)
# The line under a structure holds: CHO-K1 Ca ag, CHRM4 antagonist, OXTR potentiator, M1 PAM, CHO parental Ca, CHO-K1 Ca antag, CHRM1 antagonist, CHRM1 agonist, M4 ag
41) Cn1cc(Br)c(C(=O)NC(=S)Nc2ccc(S(N)(=O)=O)cc2)n1
    0.3, -18, -8, 4, -7, 0, -6, -10, 1
42) O=C(COC(=O)c1cccc(Br)c1)NCCc1ccc(F)cc1
    -0.6, -13, -12, 11, -4, 7, -13, -6, -1
43) CN1C(C(=O)Nc2ccc(OC(F)(F)F)cc2)=CC(c2ccco2)=NS1(=O)=O
    1.4, 4, 0, 2, 4, -3, -5, -2, 3
44) CC(C)CCNC(=O)CCCOc1ccccc1
    0.5, -1, -3, 1, -3, -9, 1, -4, 0
45) COCCNC(=O)C(c1cccs1)N(C(=O)Cn1nnc2ccccc21)c1cccc(C)c1 (stereo not given)
    0.7, 5, -2, 8, -9, -5, -30, -4, 2
46) Cc1ccc(SCCN)cc1C
    1.0, 3, -1, 13, -11, -8, -14, -8, 1
47) CN1CCN(C(=S)Nc2cc([N+](=O)[O-])ccc2Cl)CC1
    0.9, -2, 4, 2, -3, 12, 2, -5, 3
48) CCSc1nc2ccccc2n1S(=O)(=O)c1ccccc1
    0.0, -4, -6, 3, 5, 1, -6, -1, 0
49) COc1ccc(N2C(=O)CC(NC34CC5CC(CC(C5)C3)C4)C2=O)c(OC)c1 (stereo not given)
    0.1, 12, 2, -5, -11, -9, 4, -2, 0
50) CCCCNS(=O)(=O)c1ccc2nc(SCC(=O)c3ccc(C#N)cc3)[nH]c2c1
    1.4, 8, -6, 5, 0, -10, -6, 1, 1

# The line under a structure holds: CHO-K1 Ca ag, CHRM4 antagonist, OXTR potentiator, M1 PAM, CHO parental Ca, CHO-K1 Ca antag, CHRM1 antagonist, CHRM1 agonist, M4 ag
51) COc1cc(Cn2c3ccc(NC(=O)NCc4ccc(F)cc4)cc3c(=O)n2C)ccc1F
    1.0, -17, x, 5, x, -1, -9, -5, 5
52) Cc1ccc(C(=O)N/C(=C\c2ccc(-c3cccc([N+](=O)[O-])c3)o2)C(=O)NCCCN(C)C)cc1
    -0.8, 7, -4, 10, -20, 1, -28, -10, -1
53) COc1cc(/C=N/NC(=O)CSc2nc3ccccc3n2C)cc(OC)c1OC
    1.9, 1, 2, 9, -10, -13, -11, -6, 5
54) CCN(CC)S(=O)(=O)N1CCC(C(=O)NCC2COc3ccccc3O2)CC1 (stereo not given)
    2.8, 9, -5, -3, -4, -12, 2, -2, 1

# Structures listed so far printed as active in CHRM1 antagonist:
entry	molecule	CHRM4 antagonist	OXTR potentiator	M1 PAM	CHRM1 antagonist	CHRM1 agonist	M4 ag
29	COc1ccc(CN2CCC(CO)(Cc3cccc(C(F)(F)F)c3)CC2)cc1Cn1cccn1	-8	-11	-18	23*	-2	12
30	Cc1ccc(N2C(=O)CSC23C(=O)Nc2ccccc23)cc1 (stereo not given)	16	-10	-19	41*	-5	1
